GPR151 activ – activates the human receptor GPR151; PathHunter beta-arrestin GPR151 cells, luminescence; activation, % at 11.2 µM; hit rate 1% among 650,000; AID 1508602; in the data active = activation above about 4.9%;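 also: 0% = median of compound wells and 100% = cells with positive control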
Target sequence (Q8TDV0 whole entry, looked up): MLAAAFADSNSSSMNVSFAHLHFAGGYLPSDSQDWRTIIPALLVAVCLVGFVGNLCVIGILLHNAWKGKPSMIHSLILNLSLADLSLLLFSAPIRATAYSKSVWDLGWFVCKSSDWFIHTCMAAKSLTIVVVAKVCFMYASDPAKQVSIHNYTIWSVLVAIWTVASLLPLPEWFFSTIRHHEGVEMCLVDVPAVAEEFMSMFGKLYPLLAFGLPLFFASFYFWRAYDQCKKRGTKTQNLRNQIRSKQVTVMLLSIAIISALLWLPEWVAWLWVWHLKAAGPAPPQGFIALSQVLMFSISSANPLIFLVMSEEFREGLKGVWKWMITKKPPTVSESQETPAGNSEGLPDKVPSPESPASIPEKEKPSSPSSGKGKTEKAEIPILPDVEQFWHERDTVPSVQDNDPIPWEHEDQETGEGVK
MITF primary – human MITF inhibition, primary screen | O75030 | AlphaScreen MITF homodimerization, bead proximity signal | inhibition, % at 2.6 µM | hit rate 0.91% among 650,000; in the data active = inhibition above about 50%;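 also: 0% = vehicle wells with protein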
TEAD-YAP inh – TEAD-YAP interaction inhibition; hit rate 1.4% among 640,000; HEK-TIYL cells, TEAD-Gal4/YAP UAS-luciferase luminescence; inhibition, % at 9.12 µM; in the data active = inhibition above about 32%;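 also: 0% = median of test compound wells and 100% = reference inhibitor wells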
FBW7 activator – human FBW7 E3 ligase activation, primary screen; AlphaScreen FBW7–phospho-cyclin E peptide binding, activator screen; normalized activity (activation), % at 26.1 µM; hit rate 0.13% among 650,000; AID 1259310; in the data active = normalized activity above about 1.9%;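 also: purified mutant Fbw7 with reduced substrate affinity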
Target sequence (Q969H0 whole entry, looked up): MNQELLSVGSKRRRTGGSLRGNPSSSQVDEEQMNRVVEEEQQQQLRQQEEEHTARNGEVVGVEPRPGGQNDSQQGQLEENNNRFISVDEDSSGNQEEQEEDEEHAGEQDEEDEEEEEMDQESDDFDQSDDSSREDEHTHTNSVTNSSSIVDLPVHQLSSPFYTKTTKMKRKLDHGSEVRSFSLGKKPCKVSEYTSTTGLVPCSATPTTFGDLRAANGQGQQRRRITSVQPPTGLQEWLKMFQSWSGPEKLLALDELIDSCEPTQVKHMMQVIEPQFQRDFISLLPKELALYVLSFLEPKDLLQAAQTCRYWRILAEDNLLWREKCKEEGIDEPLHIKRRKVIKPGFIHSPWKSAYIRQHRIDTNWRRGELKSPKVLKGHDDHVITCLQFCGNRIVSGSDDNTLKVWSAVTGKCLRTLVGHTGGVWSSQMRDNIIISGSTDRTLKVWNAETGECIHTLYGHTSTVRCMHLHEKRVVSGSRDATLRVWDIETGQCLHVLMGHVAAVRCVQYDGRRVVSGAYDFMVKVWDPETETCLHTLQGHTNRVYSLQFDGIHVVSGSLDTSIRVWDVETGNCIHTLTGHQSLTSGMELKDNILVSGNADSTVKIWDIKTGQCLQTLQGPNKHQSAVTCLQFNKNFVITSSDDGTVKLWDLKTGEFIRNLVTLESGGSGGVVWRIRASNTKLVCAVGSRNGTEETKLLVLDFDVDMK
* hit, by the source's call; & = joins results of further samples.

SMILES | GPR151 activ | MITF primary | TEAD-YAP inh | FBW7 activator
CC(C)(C)NC(=O)c1ccc(I)cc1 | -0.1 | -3.6 | 9.9 | -0.1
Cc1nn(CC(=O)Nc2c(F)cc(F)cc2Br)c(=O)c2cccn12 | -3.2 | 5.3 | 2.7 | -0.1
COC(=O)c1cc(CNC(=O)c2ccc(C)s2)cc(NC(=O)c2ccccc2F)c1 | -2.1 | -4.7 | -7.8 | 0.0
COc1ccccc1N1CCN(C(=O)CSc2nc3ccsc3c(=O)n2Cc2ccc(C)cc2)CC1 | -0.1 | 12.8 | 16.5 | 0.0
CCOc1ccc(S(=O)(=O)NCC2CCN(C3CCCC3)CC2)cc1 | 0.2 | -14.4 | -5.2 | 0.0
CC1CCc2c(sc(NC(=O)COc3ccccc3C(C)(C)C)c2C(N)=O)C1 (centres undefined) | 0.7 | 6.5 | -8.0 | 0.0
CCOc1ccccc1NC(=O)c1ccc(NC(=O)c2ccc(Br)cc2)cc1 | -0.5 | 0.7 | -8.3 | -0.1
COc1cccc(N2CC(NC(=O)N3CCN(C)CC3)CC2=O)c1 (centres undefined) | -0.3 | 5.1 | 0.8 | 0.3
CC(NC(=O)c1cccnc1)C(c1cccs1)N1CCOCC1 (centres undefined) | 0.4 | -3.6 | -3.6 | 0.2
CC(=O)Nc1cc(-c2nc3ncccc3o2)ccc1Cl | -2.1 | 10.6 | 4.1 | 0.3
O=C(CSc1nc2ccccc2c(=O)n1Cc1ccc2c(c1)OCO2)c1ccc(Br)cc1 | 2.2 | 6.1 | 2.9 | -0.1
O=C(CN1CCC(NC(=O)Nc2cccc(F)c2)CC1)NCc1ccc2c(c1)OCO2 | -0.2 | 10.9 | 3.2 | 0.0
COc1cc(CN2CCN(Cc3cccc(Cl)c3)CC2CCO)cc(OC)c1 (centres undefined) | 0.6 | 1.2 | 8.0 | -0.1
Cc1cc2cc3c(cc2nc1SCCN1CCCC1)OCCO3 | 0.0 | 15.9 | 12.7 | 0.0
Cc1cc(C(=O)N/N=C(\CCC(=O)O)c2cccs2)c2ccccc2n1 | -0.3 | 11.5 | 51.3* | 0.3
Nc1nc(Nc2ccc(Oc3ccccc3)cc2)cc(Nc2ncccn2)n1 | 3.1 | -0.4 | 4.5 | 0.1
Cc1ccc(S(=O)(=O)N2CCCC2CNC(=O)C(=O)NCC2CCCO2)cc1 (centres undefined) | 0.8 | 9.6 | 2.2 | 0.0
COCCN(C(=O)Cc1cccs1)C(C(=O)NC1CCCC1)c1ccncc1 (centres undefined) | -0.8 | 22.9 | -3.9 | 0.4
CCC1CCCCN1C(=O)c1ccc(Sc2ccc(F)cc2)c([N+](=O)[O-])c1 (centres undefined) | 2.9 | 15.1 | -0.7 | 0.1
CC1(C)C(C=C(Cl)Cl)C1C(=O)N1CCCc2ccccc21 (centres undefined) | 0.1 | -12.4 | 1.9 | 0.1
CC(N)=O | 0.5 | 7.6 | 5.1 | -0.2
CC(=O)NCCNC(=O)CC1Nc2c3ccccc3nc(=S)n2C1=O (centres undefined) | -0.3 | 5.2 | 3.8 | 0.0
CCOC(=O)c1sc(NC(=O)CSc2nnc(CNC(=O)c3ccco3)n2C2CCCCC2)c(C(=O)OCC)c1C | 0.4 | -1.4 | -1.9 | 0.3
CCCCNc1nc(SCC#N)nc2ccccc12 | -1.3 | -0.2 | -1.5 | -0.1
COc1ccc(NC(=S)Nc2cccnc2)c(OC)c1 | -0.2 | 1.8 | 4.2 | -0.1
c1cc2c(cc1NCc1nnc3n1CCCCC3)OCO2 | -0.1 | -17.3 | 2.4 | 0.0
O=C1c2nccnc2C(=O)N1c1ccc(O)cc1 | 2.6 | 6.7 | 3.1 | 0.1
CCc1nc2sc3c(c2c2nnc(SCC(=O)N4CCOCC4)n12)CCCC3 | -0.4 | 19.2 | -1.0 | 0.5
COc1ccc(OC)c(N(CC(=O)Nc2cc(C)ccc2C)S(=O)(=O)c2ccccc2)c1 | 1.6 | 7.9 | 5.5 | 0.2
CCCNC(=O)c1cc(NCc2ccc3c(c2)OCO3)nc2ccccc12 | -0.1 | -3.6 | -1.4 | -0.1
Cc1cc(=O)n2[nH]c(-c3ccc(Cl)cc3)cc2n1 | -0.1 | -11.5 | -73.2 | 0.2
Cc1cc(Oc2nnnn2-c2ccc(C(=O)O)cc2)ccc1Cl | 2.4 | 8.4 | 1.9 | 0.0
O=C(Oc1ccc(OC(=O)c2ccccc2F)cc1)c1ccccc1F | 0.1 | 3.9 | 2.6 | 0.1
CN(C)S(=O)(=O)c1ccc2c(c1)/C(=C/c1cc3c([nH]1)CCCC3)C(=O)N2 | -0.5&0.0 | -9.8&20.3 | -3.0 | 0.4
CC(C)(C)Cc1nnc(NC(=O)CCCOc2ccccc2)s1 | -0.2 | -9.8 | -2.9 | -0.1
COc1ccc(N2CC(O)(c3ccc(OC)cc3F)[N+]3=C2CCCC3)cc1 (centres undefined) | -0.5 | 2.8 | 12.2 | 0.0
O=C(c1ccccc1[N+](=O)[O-])n1nc(-c2cccnc2)nc1NCc1ccccc1 | -1.5 | 4.3 | 4.4 | 0.1
COC(=O)c1cccc(NC(=O)COc2cccc(C)c2)c1 | 0.2 | -20.0 | -32.7 | -0.1
Cc1ccc(N2C(=O)c3ccc(Oc4ccc(NC(=O)CSc5ccc(Br)cc5)cc4)cc3C2=O)cc1 | 2.4 | -4.0 | -9.1 | -0.2
O=c1/c(=C/c2cccc(F)c2)sc2nc(C3COc4ccccc4O3)nn12 (centres undefined) | 0.1 | -1.7 | -0.5 | 0.0

Arranged by count of non-hydrogen atoms (ascending): three of the compounds above
SMILES | GPR151 activ | MITF primary | TEAD-YAP inh | FBW7 activator
O=C1c2nccnc2C(=O)N1c1ccc(O)cc1 | 2.6 | 6.7 | 3.1 | 0.1
O=c1/c(=C/c2cccc(F)c2)sc2nc(C3COc4ccccc4O3)nn12 (centres undefined) | 0.1 | -1.7 | -0.5 | 0.0
COc1ccc(OC)c(N(CC(=O)Nc2cc(C)ccc2C)S(=O)(=O)c2ccccc2)c1 | 1.6 | 7.9 | 5.5 | 0.2

The main list resumes; the 2 compounds before the break are reprinted first.
SMILES | GPR151 activ | MITF primary | TEAD-YAP inh | FBW7 activator
Cc1ccc(N2C(=O)c3ccc(Oc4ccc(NC(=O)CSc5ccc(Br)cc5)cc4)cc3C2=O)cc1 | 2.4 | -4.0 | -9.1 | -0.2
O=c1/c(=C/c2cccc(F)c2)sc2nc(C3COc4ccccc4O3)nn12 (centres undefined) | 0.1 | -1.7 | -0.5 | 0.0
CN(CCO)c1cc(N(C)CCO)c([N+](=O)[O-])cc1[N+](=O)[O-] | 4.1 | -2.7 | 13.5 | 0.1
CN(C)c1ccc(C=C2C(=O)c3ccccc3C2=O)cc1 | -1.1 | 10.1 | -10.7 | 0.5
O=C(CSc1ccsc1[N+](=O)[O-])NCCCc1ccccc1 | -0.3 | -0.7 | -13.2 | -0.3
Fc1ccccc1-c1nn2c(Cc3ccccc3)nnc2s1 | 8.2* | -3.4 | 4.2 | -0.2
CC(NC(=O)COc1ccccc1)c1nnc2n1CCN(Cc1cccc(F)c1F)CC2 (centres undefined) | -0.3 | 7.5 | 4.2 | -0.1
COc1ccc(NC(=O)CCCOc2ccc(Cl)cc2Cl)c(OC)c1 | 0.0 | 1.7 | 6.2 | 0.0
COc1cc(Nc2ncnc3c2nc(-c2ccc(C(N)=O)cc2)n3C(C)C)cc(OC)c1OC | 1.4 | 0.9 | -16.6 | 0.0
COc1ccc(/C(C)=N/Nc2nc3ccccc3[nH]2)cc1OC | 0.8 | 15.8 | -15.5 | -0.4
Cc1ccn2c(C(=O)NCc3cccc(Cl)c3)c(C)nc2c1 | -1.0 | 1.8 | 5.1 | -0.1
COC(=O)c1cc([N+](=O)[O-])c(Nc2ccc(Br)cc2)c([N+](=O)[O-])c1 | -1.4 | 10.7 | -3.3 | 0.0
COc1ccc(C(=O)CN2CCN(c3ccc(Cl)cc3)CC2)cc1OC | -0.9 | 10.9 | 15.9 | 0.2
Cc1ccc(S(=O)(=O)NCc2ccco2)cc1C(N)=O | -0.3 | 10.4 | 6.1 | 0.2
CC(=O)Nc1cccc(OCC(=O)NS(=O)(=O)c2ccc(Cl)cc2)c1 | -3.4 | 7.4 | -1.4 | 0.7
Cc1ccc2nc(-c3ccc(NC(=O)c4cccc(OCCC(C)C)c4)cc3)sc2c1 | 1.9 | -4.2 | -3.5 | 0.0
CC(=O)Nc1cc(NC(=O)Cc2ccccc2)ccc1Cl | -1.5 | 24.5 | -8.6 | 1.5
CCc1cccc(OCCCCNCCO)c1 | -1.0 | 22.6 | 2.4 | 0.0
O=C1CCCN1CCCNc1nc(NC2CCN(Cc3ccccc3)CC2)c2ncn(-c3ccsc3)c2n1 | -1.1 | -6.3 | 12.3 | -0.3
CC(C)c1ccc(-c2c(C#N)c(N)nc3sc(C(=O)c4ccc(Cl)cc4)c(N)c23)cc1 | -0.3 | 5.4 | -8.4 | -0.2
Cc1noc(C)c1-c1ccc(C(=O)NC2CC2)s1 | 1.1 | -13.0 | -3.0 | -0.1
NNc1ncc([N+](=O)[O-])cc1Br | 0.4 | 19.2 | 16.9 | -0.5

Rewritten as labelled records: 2 of the compounds above.
canonical_smiles: CC(=O)Nc1cc(NC(=O)Cc2ccccc2)ccc1Cl
- GPR151 activ: -1.5
- MITF primary: 24.5
- TEAD-YAP inh: -8.6
- FBW7 activator: 1.5

canonical_smiles: CCc1cccc(OCCCCNCCO)c1
- GPR151 activ: -1.0
- MITF primary: 22.6
- TEAD-YAP inh: 2.4
- FBW7 activator: 0.0

The listing continues.
SMILES | GPR151 activ | MITF primary | TEAD-YAP inh | FBW7 activator
O=C(Nc1ccc(Br)cc1)c1cc2ccc(O)cc2oc1=O | 0.7 | 2.7 | 2.3 | 0.0
CCn1cc(C(=O)N2CCC(C(=O)c3nc4ccccc4s3)CC2)cn1 | 0.7 | -3.2 | 19.3 | 0.7
COc1cccc(-c2nc(CS(=O)(=O)CC(=O)NC3CCCCC3C)c(C)o2)c1 (centres undefined) | 2.8 | 4.1 | -9.6 | -0.1
COc1nsc(SC)c1C#N | 0.3 | 13.8 | 7.2 | 0.2
C/C(=N\S(=O)(=O)c1ccc(C)cc1)N1CCN(S(=O)(=O)c2ccccc2)C1 | 0.7 | 3.6 | -0.3 | 0.0
COc1ccccc1N1CCN(c2ncnc3c2cnn3-c2ccc(Cl)cc2)CC1 | -0.9 | 2.4 | 24.1 | 0.1
CCCC(=O)N1c2ccccc2NC2=C(C(=O)CCC2)C1c1ccc(C)cc1 (centres undefined) | -0.8 | -1.7 | -0.5 | -0.1
CCc1cc2c(=O)c(-c3csc(-c4ccccc4)n3)coc2cc1OC | -0.6 | 16.4 | 5.2 | -0.1
COc1cccc(CCC(=O)N2CCC(C3(CCc4ccccc4)NC(=O)NC3=O)CC2)c1 (centres undefined) | -0.1 | 4.2 | 1.6 | 0.1
CCCC(=O)Nc1ccc(S(=O)(=O)Nc2ccc3c(c2)N(C(=O)COC)CCC3)cc1 | 0.8 | 6.5 | -2.2 | 0.1
O=C(Nc1cccc(-c2ccncc2)c1)C1COc2cc3ccccc3cc2O1 (centres undefined) | 3.6 | 8.5 | -7.8 | -0.1
O=c1[nH]ncc(N/N=C\c2ccncc2)c1Cl | -0.7 | 13.1 | -4.0 | 0.9
COc1ccc(OC(=O)c2cccc(Cl)c2)cc1 | -1.0 | -0.1 | 1.4 | 0.1
COC(=O)c1ccc(NC(=O)CSc2nc3ccccc3o2)cc1 | 0.3 | 13.1 | -74.2 | 0.0
CC1(C)Cc2c(sc3c2c2nnnn2c2nnnn32)CO1 | 0.5 | 2.3 | 6.7 | -0.1
CCCc1cc(=O)[nH]c(SCC(=O)Nc2ccc(Br)cc2)n1 | 2.5 | 3.6 | 10.9 | -0.1
CCOc1ccc(NC(=O)CSc2nc(C)c(C(=O)Nc3ccccc3C)c(-c3ccc(Cl)cc3)c2C#N)cc1 | 0.4 | 1.9 | 19.6 | 0.6
CC1(C)COc2ccc(NC(=O)NC(c3ccccc3)c3ccccc3)cc2NC1=O | -0.4 | 3.3 | 0.5 | 0.1
COc1ccc(-c2nnc3ccc(SCC(=O)NCc4ccco4)nn23)cc1 | -0.3 | -1.9 | 5.2 | -0.3
CCCC1(O)CC(c2cc(OC)ccc2OC)NC(c2cc(OC)ccc2OC)C1C (centres undefined) | -1.5 | 23.3 | -5.3 | -0.1
Oc1c(Cl)cc(Cl)cc1/C=N/c1ncn[nH]1 | 0.0 | -21.9 | 1.5 | -0.1
C[C@]12C=CC(=O)C=C1CCC1C2[C@@H](O)C[C@@]2(C)C1CC[C@]2(O)C(=O)COC(=O)CCC(=O)O (some centres undefined) | 0.6 | 1.9 | -7.3 | 8.0*
COc1ccc(CC2(CO)CCN(Cc3ccc4c(c3)CCO4)CC2)cc1 | 0.7 | -20.9 | -3.0 | 0.0
COC(=O)c1ccc(NC(=O)CN2CCN(CC(=O)Nc3ccccc3Cl)CC2)cc1 | -0.9 | 9.3 | 26.1 | 0.5
CCN(CC)c1ccc(C2NC(=O)NC(O)(C(F)(F)F)C2C(=O)c2ccccc2)cc1 (centres undefined) | -0.9 | 13.9 | 8.1 | -0.1
Cn1c(=O)c2c(nc(SCCN3CCOCC3)n2Cc2ccccc2Cl)n(C)c1=O | -1.4 | 1.3 | -3.5 | -0.3
CCOc1ccc(CC(=O)Nc2ccc(-c3nc4cccnc4s3)cc2C)cc1 | -1.4 | -13.8 | 1.3 | 0.1
COCCN(Cc1cc2cc3c(cc2nc1Cl)OCO3)C(C)=O | 0.2 | 5.5 | -2.3 | -0.1
COc1ccc(CC(=O)Nc2c3c(nn2-c2cccc(C)c2C)CS(=O)C3)cc1OC (centres undefined) | 0.6 | -4.3 | 1.9 | -0.1

Quoted from the listing.
TEAD-YAP inh result of `CC1(C)Cc2c(sc3c2c2nnnn2c2nnnn32)CO1` → 6.7
TEAD-YAP inh result of `CCCc1cc(=O)[nH]c(SCC(=O)Nc2ccc(Br)cc2)n1` → 10.9
